Y pestis TopoI = inhibitors of Yersinia pestis topoisomerase I; Y. pestis Topo-I cleavage product accumulation, plate reader; activity, % at 10 µM; 360,000 tested, 0.064% active; AID 504884; in the data active = activity above about 50%, passing the limit was not always enough; note: inactives centre near 2
MazF activator = activators of E. coli MazEF toxin-antitoxin RNase | FAM/BHQ RNA-DNA oligo cleavage fluorescence, 5 h | activation, % at 20 µM | 350,000 tested, 0.32% active; in the data active = activation above about 50%
Target sequence (P0AE70 whole entry, looked up): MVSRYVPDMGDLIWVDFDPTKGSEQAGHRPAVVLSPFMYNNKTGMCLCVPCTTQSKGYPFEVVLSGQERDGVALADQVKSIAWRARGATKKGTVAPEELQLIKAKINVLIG
Anthrax LF inh2 = inhibitors of Bacillus anthracis lethal factor protease | P15917 | multiplex microsphere protease cleavage assay, LF | inhibition, % at 10 µM | 360,000 tested, 0.12% active | AID 588501; in the data active = inhibition above about 30%; note: plate controls were buffer without enzyme for full effect and enzyme alone for no effect
Target sequence (P15917 whole entry, looked up): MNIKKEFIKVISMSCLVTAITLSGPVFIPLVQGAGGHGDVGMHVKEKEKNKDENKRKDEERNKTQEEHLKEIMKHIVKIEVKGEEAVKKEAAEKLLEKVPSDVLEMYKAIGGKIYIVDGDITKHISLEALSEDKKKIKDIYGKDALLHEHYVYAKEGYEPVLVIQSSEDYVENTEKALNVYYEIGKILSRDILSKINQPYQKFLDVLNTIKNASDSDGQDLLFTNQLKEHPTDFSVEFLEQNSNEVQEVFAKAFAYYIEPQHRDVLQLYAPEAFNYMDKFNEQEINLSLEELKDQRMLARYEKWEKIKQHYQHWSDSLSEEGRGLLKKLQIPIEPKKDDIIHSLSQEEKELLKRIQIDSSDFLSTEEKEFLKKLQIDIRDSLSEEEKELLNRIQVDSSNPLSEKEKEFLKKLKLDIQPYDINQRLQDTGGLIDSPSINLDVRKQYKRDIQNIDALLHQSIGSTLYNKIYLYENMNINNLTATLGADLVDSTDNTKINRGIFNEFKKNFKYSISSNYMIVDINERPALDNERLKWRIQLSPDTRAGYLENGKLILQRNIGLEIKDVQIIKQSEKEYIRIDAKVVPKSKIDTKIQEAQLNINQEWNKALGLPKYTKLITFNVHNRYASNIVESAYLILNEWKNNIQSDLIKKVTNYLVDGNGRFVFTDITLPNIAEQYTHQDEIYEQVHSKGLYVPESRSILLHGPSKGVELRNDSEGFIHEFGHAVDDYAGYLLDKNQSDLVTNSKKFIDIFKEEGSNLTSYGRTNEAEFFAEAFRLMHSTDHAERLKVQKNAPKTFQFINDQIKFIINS
SSB-PriA inh = blocks PriA binding to SSB C-terminal tail. AlphaScreen SSBct-PriA binding, biotinylated peptide. AID 1272365. 430,000 tested, 0.6% active. inhibition, % at 33 µM; in the data active = inhibition mostly above about 37%, no sharp cut-off; inactive = mostly below about 20%;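 note: plate controls were negative control peptide for no effect and reference peptide for full effect; strong numbers were not always called active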
SARS 3CLpro inh = SARS-CoV 3CLpro protease inhibition; AID 1706; inhibition, % at 6 µM; recombinant SARS-CoV 3CLpro, quenched FRET peptide cleavage; 290,000 tested, 0.14% active; in the data active = inhibition above about 12%
BH1578 lux ind = inducers of Vibrio cholerae quorum light production without autoinducers; V. cholerae BH1578 lux reporter, luminescence, 6 h; activation, % at 18.7 µM; 350,000 tested, 0.16% active; AID 588436; in the data active = activation mostly above about 9.7%, no sharp cut-off; note: not every result past the cut was called active; inactives centre near 0; reference of the scale not given here
PfHsp40 rescue = restores yeast growth despite PfHsp40 toxicity; growth rescue, % at 12.5 µM; S. cerevisiae expressing PfHsp40, growth rescue, ATP luminescence; AID 504582; 340,000 tested, 0.68% active; in the data active = growth rescue above about 28%, passing the limit was not always enough;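 note: yeast W303a lacking pdr1 and pdr3 grown in galactose medium; growth measured after three days at 30 °C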
Rv3671c inh = inhibitors of M. tuberculosis serine protease Rv3671c; 320,000 tested, 0.048% active; AID 2606; P9WHR9; inhibition, % at 5.96 µM; in the data active = inhibition above about 38%;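 note: extracellular domain of Rv3671c used as enzyme; 0% = enzyme with DMSO and 100% = no enzyme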
TcdB inh = TcdB glycohydrolase inhibition | inhibition, % at 9.99 µM | P18177 | 350,000 tested, 0.24% active | TcdB glycohydrolase enzymatic assay, plate reader; in the data active = inhibition above about 10%
DUSP3 inh = blocks human VHR1 dual specificity phosphatase | 290,000 tested, 0.52% active | inhibition, % at 13.3 µM | P51452 | AID 1654 | recombinant VHR phosphatase, pNPP absorbance; in the data active = inhibition above about 50%; note: some compounds called inactive have numbers as strong as hits
* hit, by the source's call; i = inactive; . = no result given; & = joins results of further samples.

SMILES	Y pestis TopoI	MazF activator	Anthrax LF inh2	SSB-PriA inh	SARS 3CLpro inh	BH1578 lux ind	PfHsp40 rescue	Rv3671c inh	TcdB inh	DUSP3 inh
COc1ccc(C(=O)Nc2c(N)nc(SCC(=O)Nc3ccc(NC(C)=O)cc3)[nH]c2=O)cc1OC	9	6	-2	-13&-17	-1	-0.4	-1.0	-14	1.4	31
Fc1ccccc1NC(=S)N1CCN(Cc2ccc3c(c2)OCO3)CC1	8	-10	4	-7	2	1.0	0.6	-2	1.0	14
Cc1cccc(/C(N)=N/OC(=O)c2cccc3ccccc23)c1	20	.	-2	.	-5	-0.3	-1.8	2	4.1	-17
C/C(=N\NC(=O)c1nnn(-c2nonc2N)c1C(C)C)c1ccc2ccccc2c1	0	-33	1	.	-1	-0.3	0.9	-6	0.9	11
COc1ccc(Cl)cc1NC(=O)CN(C)C(=O)C12CC3CC(CC(Cl)(C3)C1)C2	-2	-15	3	-12	1	i	2.1	.	-0.9	6
CC(OC(=O)Nc1cccc(Cl)c1)C(=O)OC1CCCCC1 (stereo unspecified)	-5	5	2	-15	.	0.1	5.6	.	1.0	.
COc1ccccc1C(=O)NNC(=S)NC(=O)c1sc2ccccc2c1Cl	0	-9	-1	-4	2	-0.3	0.2	3	.	1
Cc1cc(N2CCOCC2)nc2ccc(NC(=O)CCC(=O)N3CCN(c4ccccc4F)CC3)cc12	27	1	-1	-5	-1	-0.1	0.8	5	1.1	2
O=C(Nc1ccccc1N1CCN(C(=O)c2ccccc2)CC1)c1cc2ccccc2o1	6	-2	-4	-13	1	i	0.4	-5	.	6
Cc1ccc(S(=O)(=O)N2CCOCC2)cc1NC(=O)CN1C(=O)CN(C)C1=O	9	9	.	-20	.	i	-1.9	.	0.1	.
CCCCn1c(SCCN2CCCCC2)nc2c1c(=O)n(C)c(=O)n2C	9	-1	-11	.	.	i	.	.	2.3	.
O=C(NCc1ccccc1)c1ccc(=O)oc1	0	-1	-8	-2	-1	-1.6	-1.3	-3	6.3	-15
O=C(Cn1c(=O)oc2cc(S(=O)(=O)N3CCOCC3)ccc21)N1CCc2ccccc2C1	-2	12	1	-4	1	-0.2	0.1	-4	0.8	34
O=C1C2C3C=CC(C2C(=O)N1CCCO)C1C2C(=O)N(CCCO)C(=O)C2C31 (stereo unspecified)	3	7	1	-22	-5	0.9	-0.8	9	.	0
COc1cccc(/C=N/NC(=O)CN2CC(c3ccccc3)CC2=O)c1O (stereo unspecified)	-3	5	4	.	-3	0.0	-0.8	2	.	-4
C=CCN=c1sc(C(=O)OC)cc(=O)n1CC=C	0	-3	0	-1	0	-0.3	0.9	8	.	25
Cc1[nH]c(=O)[nH]c(=O)c1S(=O)(=O)N1CCC(C(=O)N2CCN(Cc3ccccc3)CC2)CC1	-3	0	-2	-25	3	-0.4	-0.9	1	.	5
CC(=O)n1nc(-c2ccccc2)cc1-c1ccccc1	1	-8	2	-44	.	-0.4	1.6	4	1.7	.
c1ccc(COc2ccc(OCCN3CCCCC3)cc2)cc1	4	-5	-6	-4	2	-0.3	-1.0	1	1.5	-4
CCN(CC)C(=O)c1csc(Nc2ccc(C)cc2)n1	2	1	3	4	2	-0.7	-1.8	12	.	6

Record cards, from the list above.
Cc1cc(N2CCOCC2)nc2ccc(NC(=O)CCC(=O)N3CCN(c4ccccc4F)CC3)cc12 in the list: Y pestis TopoI: 27; MazF activator: 1; Anthrax LF inh2: -1; SSB-PriA inh: -5; SARS 3CLpro inh: -1; BH1578 lux ind: -0.1; PfHsp40 rescue: 0.8; Rv3671c inh: 5; TcdB inh: 1.1; DUSP3 inh: 2
C/C(=N\NC(=O)c1nnn(-c2nonc2N)c1C(C)C)c1ccc2ccccc2c1 in the list: Y pestis TopoI: 0; MazF activator: -33; Anthrax LF inh2: 1; SSB-PriA inh: .; SARS 3CLpro inh: -1; BH1578 lux ind: -0.3; PfHsp40 rescue: 0.9; Rv3671c inh: -6; TcdB inh: 0.9; DUSP3 inh: 11
Cc1[nH]c(=O)[nH]c(=O)c1S(=O)(=O)N1CCC(C(=O)N2CCN(Cc3ccccc3)CC2)CC1 in the list: Y pestis TopoI: -3; MazF activator: 0; Anthrax LF inh2: -2; SSB-PriA inh: -25; SARS 3CLpro inh: 3; BH1578 lux ind: -0.4; PfHsp40 rescue: -0.9; Rv3671c inh: 1; TcdB inh: .; DUSP3 inh: 5

(continued)
SMILES	Y pestis TopoI	MazF activator	Anthrax LF inh2	SSB-PriA inh	SARS 3CLpro inh	BH1578 lux ind	PfHsp40 rescue	Rv3671c inh	TcdB inh	DUSP3 inh
Cc1ccc(NC(=O)CCc2c(C)nc3ncnn3c2C)nc1	2	10	-5	-9	0	-0.2	-0.3	4	.	15
O=C(CNC(=S)N(Cc1ccccc1Cl)C1CCCC1)NCCCN1CCOCC1	-3	5	-5	-3	0	2.8	-0.8	8	-0.1	28
CCN(CC)S(=O)(=O)c1ccc(OC)c(NC(=O)Cc2cccs2)c1	-8	-9	-1	0	4	-0.9	0.6	-5	0.4	38
Cc1nc2ccc(C(=O)N3CCCC(CO)(Cc4ccc(F)cc4F)C3)cc2nc1C (stereo unspecified)	16	3	0	14	-2	i	-0.7	2	0.7	6
O=C(c1ccc(Cl)c([N+](=O)[O-])c1)N(Cc1ccc(Cl)cc1)C1CCS(=O)(=O)C1 (stereo unspecified)	34	-15	-2	6	4	-0.3	0.9	-3	.	-4
CCOC(=O)NC1c2ccccc2Oc2ccccc21	10	-4	-8	0	4	-0.4	0.3	-6	0.6	-18
O=C1Nc2ccccc2C12OCCCO2	4	11	2	-3	-1	0.4	1.4	7	.	10
C=CCNC(=O)CN1C(=O)c2cccc3cccc1c23	-5	4	-2	-4	2	-0.8	-0.9	0	-4.9	4
CCCc1ccc(OCCNC(=O)c2ccccc2Br)cc1	49	6	-7	-24	3	i	8.2	14	-0.1	44
COc1ccc(N(C(=O)c2snc(C(N)=O)c2N)C(C(=O)NC2CCCC2)c2ccc3ncccc3c2)cc1 (stereo unspecified)	-4	-4	-10	3	-1	-0.3	-0.1	-24	0.0	31
Nc1c(Cl)ncnc1N/N=C/c1ccnc2ccccc12	-7	7	-1	.	1	i	-0.1	8	.	8
CCOC(=O)c1cnc2ccc(C)cc2c1Sc1ccccc1	48	1	-1	-6	1	1.0	-0.1	-16	.	14
CCOC(=O)c1c(CN(CC)CC)n(C)c2cc(Br)c(O)cc12	12	7	-3	8	3	0.0	0.2	10	2.2	17
COc1ccc(CCNC(=O)c2nnc(Cc3c(F)cccc3Cl)o2)cc1OC	12	-11	1	-12	0	i	0.5	-2	.	-6
Cc1ccc(OCCCC(=O)NCc2ccco2)cc1	1	4	-2	-4	1	-0.2	-1.4	2	.	36
COc1cccc(NC(=S)/C(=C(\[O-])c2ccc(OC(F)F)cc2)[n+]2ccccc2)c1	-1	-6	-4	.	0	-1.6	-0.4	-10	-2.4	13
CC(C)N(C(C)C)S(=O)(=O)c1ccc(NC(=O)c2cnccn2)cc1	4	2	15	-20	2	-0.2	0.0	7	0.7	18
O=C(Nc1cccc(Cl)c1N1CCOCC1)c1ccc2c(c1)OCCO2	16	5	-3	-14	5	-0.2	3.5	-3	1.1	14
C=CCN(C(=O)CSc1nc2ccsc2c(=O)n1Cc1ccccn1)c1ccccc1	8	5	-3	2	3	1.6	4.3	-6	2.2	-11
Cn1c(=O)n(C)c2cc([N+](=O)[O-])c(N3CCN(C(=O)C(C)(C)C)CC3)cc21	2	2	4	-21	4	-1.4	-0.5	1	0.4	4

An excerpt of these results, with two lines to a compound.
Order of values: Y pestis TopoI	MazF activator	Anthrax LF inh2	SSB-PriA inh	SARS 3CLpro inh	BH1578 lux ind	PfHsp40 rescue	Rv3671c inh	TcdB inh	DUSP3 inh
O=C1Nc2ccccc2C12OCCCO2
    4	11	2	-3	-1	0.4	1.4	7	.	10
C=CCNC(=O)CN1C(=O)c2cccc3cccc1c23
    -5	4	-2	-4	2	-0.8	-0.9	0	-4.9	4
CCCc1ccc(OCCNC(=O)c2ccccc2Br)cc1
    49	6	-7	-24	3	i	8.2	14	-0.1	44

Going on with the list.
SMILES	Y pestis TopoI	MazF activator	Anthrax LF inh2	SSB-PriA inh	SARS 3CLpro inh	BH1578 lux ind	PfHsp40 rescue	Rv3671c inh	TcdB inh	DUSP3 inh
COc1ccccc1N1CCN(C2CCCN(C(=O)CCN3CCCCO3)C2)CC1 (stereo unspecified)	6	13	-4	-7	-9	-3.1	-1.2	4	-0.8	51*
CC1CCCCN1S(=O)(=O)c1cccc2nonc12 (stereo unspecified)	10	0	0	-1	3	-0.7	-0.2	.	0.3	4
N#Cc1c2ccc(O)cc2n2ccccc12	-19	11	-2	-21	1	i	55*	5	-31	16
COCc1[nH][nH]c(=O)c1C=Nc1ccc(OC(F)(F)F)cc1	2	4	3	3	2	i	-0.2	-1	-2.1	17
CCn1c(Cc2ccccc2)nnc1SCC(=O)Nc1ccccc1N1CCOCC1	15	0	1	10	1	3.1	-0.7	-5	.	-1
COc1ccc2[nH]cc(C(=O)CN3CC(C)CC(C)C3)c2c1 (stereo unspecified)	-6	-12	-2	0	-4	i	-0.1	1	-9.0	.
CC(=O)c1cccc(NS(=O)(=O)c2ccc(N/C=C\C(=O)c3ccc(F)cc3)cc2)c1	-2	-8	0	6	2	i	0.0	-88	.	24
O=C(NCC(=O)N1CCN(S(=O)(=O)c2ccccc2)CC1)c1ccc2ccccc2c1	44	-4	7	-14	.	-4.0	2.2	5	1.8	.
CCc1ccc2c(c1)NC(=O)C2(C)Cc1ccc(C(F)(F)F)o1 (stereo unspecified)	17	.	-5	.	.	0.0	.	.	3.6	.
COCOc1ccc(-c2ncc(OC)nc2NC(=O)c2ccsc2)cc1	5	.	2	.	.	0.5	.	.	0.7	.
Cc1cc(C)cc(N(C(=O)CNC(=O)c2ccco2)C(C(=O)NC2CCCC2)c2cccnc2)c1 (stereo unspecified)	7	0	-4	-5	3	-0.3	-1.1	-2	.	7
CCN(c1ccc(F)cc1)S(=O)(=O)c1ccc2[nH]cc(C(=O)NCCCN3CCOCC3)c(=O)c2c1	-8	6	2	1	1	-0.3	1.1	2	-1.8	25
C[C@]12CC[C@@H](O)CC1=CCC1C2CC[C@]2(C)C(=O)[C@H](F)CC12 (stereo partly specified)	-2	-19	-3	-9	.	i	0.2	8	0.5	.
CC[n+]1c(C)sc2cc(C)ccc21	37	-1	-2	-4	-1	4.0	4.0	-8	1.8	14
CC(C)(C)c1cc(NS(=O)(=O)c2ccc(Br)s2)no1	8	-1	-1	-24	4	-0.8	-1.5	0	1.0	14
Cn1c(N)c(C(=O)COC(=O)COc2ccc(Cl)cc2Cl)c(=O)n(C)c1=O	-1	6	4	-1	.	i	0.5	-10	1.6	.
O=C1Nc2c(c(=O)[nH]c(=O)n2-c2ccccc2F)C(C(F)(F)F)(C(F)(F)F)N1	8	2	7	-5	2	-0.3	-1.1	-3	.	18
Cc1cccc(OCC(=O)OCC(=O)NCC2CCCO2)c1C (stereo unspecified)	-1	-2	-4	-11	.	-0.3	0.4	6	0.0	.
CC[C@]1(C(=O)OC)[C@H]2C(=O)N(C)C(=O)[C@H]2[C@H]2CN(C)C(=NC)N21	8	4	1	-15	.	-1.0	-0.2	.	0.7	.
Cc1cccc(C(=O)OCC(=O)NCC2COc3ccccc3O2)c1 (stereo unspecified)	5	0	6	0	.	-0.6	0.3	-6	-0.5	.

Screening data deposited in PubChem BioAssay by several laboratories.

These rows are one share of the data, so the mix of outcomes need not match the whole.
